PGC1a acetyl inh: PGC1a acetylation modulation, inhibitor mode; inhibition, % at 15.6 µM; 0.17% of 350,000 active; AID 651687; U2OS PGC1a acetylation, AlphaScreen anti-acetyl-lysine; with virally co-expressed GCN5 acetyltransferase;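 active = every replicate shows inhibition of at least 40%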;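 note: 0% = neutral control wells and 100% = positive control wells; some results beyond the cut were filed as inactive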
Cneo AK release: causes C. neoformans cell lysis. adenylate kinase release luminescence, 4 h; normalised: neutral wells 0, clomiphene wells 100. lysis activity, % at 15 µM. 0.2% of 360,000 active. AID 651654;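 active = mean lysis activity across replicates of at least 80%, whatever share of replicates individually reach that level; inactive = mean lysis activity below 80%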
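Test system: log-phase Cryptococcus neoformans yeast cells; Quantity: yeast cell density of 5 × 10^6 cells/mL; Buffer or medium: YPD; Doses: single compound concentration per well; Timing: 4 h at 37 °C static, read 1 h later; Measured by: AK luminescence; Read-out basis: lysis from increased AK signal; Control set: Clomiphene as positive control.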
miR-122 sensor: miR-122 inhibition in Huh7 cells | Huh7 miR-122 Renilla luciferase sensor, 48 h; neutral wells = 0, positive control = 100 | activation (reporter increase), % at 12.5 µM | 0.3% of 340,000 active | AID 602342;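 active = mean replicate activation score at least 90 and every replicate individually at or above 90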;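 note: higher luciferase means less miR-122 activity so hits act as miR-122 inhibitors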
EWS-Fli block: inhibitors of EWS/Fli oncoprotein transcriptional activity | A673 NR0B1-luciferase reporter, viability-normalised | 0.67% of 350,000 active | inhibition, % at 12.6 µM;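 active = mean inhibition of at least 50% after viability correction, with every replicate also passing that limit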;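 note: firefly luciferase signal divided by Alamar Blue viability fluorescence both relative to DMSO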
FN deposit inh: fibronectin deposition inhibition. inhibition, % at 12.6 µM. 0.086% of 350,000 active. AH1F fibroblasts, Alexa488-fibronectin deposition fluorescence, overnight;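 active = mean inhibition across replicates of 30% or more, regardless of how many single replicates reach that level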;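 note: positive control wells lacked labelled fibronectin entirely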
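Material: AH1F fibroblast monolayer depositing Alexa488-labelled fibronectin into matrix / Amount: 10000 AH1F cells per well / Signal: fluorescence 485/525 nm / Medium: DMEM, 2% serum / Compound: single dose, pinned / Incubation: 1 h cell adhesion before compound, then overnight fibronectin incubation / Reagent: Alexa488-FN, 24 nM final / Read-out: inhibition of fibronectin deposition signal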
LGR2 antag: inhibitors of bursicon-induced Drosophila LGR2 receptor cAMP signaling; HEK293 LGR2, CRE-luciferase, bursicon-stimulated, 4 h; inhibition, % at 9.99 µM; 0.35% of 380,000 active; AID 720647;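 active = drop in luminescence signal, shown as inhibition above about 50% in the replicate tests, limit read from the data, passing the limit was not always enough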;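 note: agonist challenge used bursicon conditioned medium at about half maximal strength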
Casp6 inh: caspase-6 (human) enzyme inhibition; P55212; purified caspase-6, Z-VEID-R110 cleavage fluorescence; inhibition, % at 12.5 µM; 0.53% of 350,000 active; AID 686996;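 active = mean inhibition across replicates at least about 35%, with every replicate also reaching that limit, limit read from the data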;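 note: 0% = median of neutral control wells and 100% = no fluorescence left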
Target sequence (P55212 24-179 limits assumed): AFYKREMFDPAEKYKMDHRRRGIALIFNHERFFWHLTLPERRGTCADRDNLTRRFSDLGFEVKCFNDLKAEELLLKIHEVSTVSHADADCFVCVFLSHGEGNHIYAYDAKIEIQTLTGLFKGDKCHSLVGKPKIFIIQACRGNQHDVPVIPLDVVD
Target sequence (P55212 194-293 limits assumed): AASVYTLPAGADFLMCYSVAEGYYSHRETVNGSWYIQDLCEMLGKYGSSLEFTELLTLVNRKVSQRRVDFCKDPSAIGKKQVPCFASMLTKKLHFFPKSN
PAX8 inh HTS: PAX8 transcriptional activity inhibition; RMG-I TPO-luciferase reporter, SteadyGlo, 24 h; inhibition, % at 12.6 µM; 1.2% of 360,000 active; AID 652154;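 active = mean replicate inhibition at least 60% with every replicate also reaching 60%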;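 note: luciferase light reporting Pax8 driven TPO promoter activity; plate controls were median of neutral control wells for no effect and mitoxantrone controls for full effect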
Active calls of the source: *; & = joins results of further samples; [ ] = remark or other dose.

Results for CC(=O)c1cc(C(=O)Nc2ccc(C(=O)O)cc2)oc1C ?
PGC1a acetyl inh: -3; Cneo AK release: -1; miR-122 sensor: -4; FN deposit inh: -1; PAX8 inh HTS: -9

Results for CC(Oc1ccc(F)cc1)c1ccnc2nc(/N=C/N(C)C)nn12 (configuration not stated) ?
PGC1a acetyl inh: -9; miR-122 sensor: -8; EWS-Fli block: 5; FN deposit inh: -3; LGR2 antag: -10; Casp6 inh: 2; PAX8 inh HTS: 2

What do the screens show for `O=C(Nc1nnc(C2CC2)s1)c1ccco1`?
PGC1a acetyl inh: -10; EWS-Fli block: -52; FN deposit inh: 1; LGR2 antag: 4; Casp6 inh: -3; PAX8 inh HTS: -78

What do the screens show for `COc1ccc(S(=O)(=O)N(C)CC(=O)NC2CCCC2)cc1Cl`?
PGC1a acetyl inh: 8; Cneo AK release: 0; miR-122 sensor: -11; LGR2 antag: 10

What do the screens show for `Cc1cc(C)c([N+](=O)[O-])cc1NCC(=O)N1CCN(c2ccccc2)CC1`?
PGC1a acetyl inh: -12; EWS-Fli block: 6; FN deposit inh: -11; LGR2 antag: 17; Casp6 inh: -3; PAX8 inh HTS: 8

How did COc1cc(C(c2c(C)[nH][nH]c2=O)c2c(C)[nH][nH]c2=O)ccc1OS(=O)(=O)c1ccc(C)cc1 do in these assays?
PGC1a acetyl inh: 13; Cneo AK release: -1; miR-122 sensor: -6; FN deposit inh: 7; PAX8 inh HTS: 1

What do the screens show for `CCCC(=O)Nc1ccc2c(c1)C(=O)N(C)C[C@H](OC)[C@H](C)CN(Cc1ccncc1)[C@H](C)CO2`?
PGC1a acetyl inh: 20; miR-122 sensor: 9[16.7 µM]; EWS-Fli block: -4; FN deposit inh: -2; LGR2 antag: 13

What do the screens show for `CCCSc1ncnc2sc(C)c(C)c12`?
EWS-Fli block: -5; FN deposit inh: -7; LGR2 antag: -22; PAX8 inh HTS: -6

How did NNC(=O)c1sccc1OCc1ccc(Cl)cc1Cl do in these assays?
PGC1a acetyl inh: -11; EWS-Fli block: 1; FN deposit inh: 1; LGR2 antag: 15; Casp6 inh: -1; PAX8 inh HTS: -2

What do the screens show for `C[C@H]1O[C@@H](n2cc(F)c(=O)[nH]c2=O)[C@H](O)[C@@H]1O`?
PGC1a acetyl inh: -5; Cneo AK release: 0; miR-122 sensor: -1; EWS-Fli block: -6; FN deposit inh: -10; LGR2 antag: 2; Casp6 inh: 1; PAX8 inh HTS: -1

What do the screens show for `COCCNC(=O)[C@H]1N2C(=O)c3ccccc3C2SC1(C)C` (some centres not stated)?
PGC1a acetyl inh: 4; Cneo AK release: -1; miR-122 sensor: -5; EWS-Fli block: 0; FN deposit inh: 7; LGR2 antag: 17; Casp6 inh: 0; PAX8 inh HTS: -3

How did Cc1ccc(S(=O)(=O)N(C)C[C@H]2OCCCC[C@@H](C)Oc3ccc(NC(=O)CCC(F)(F)F)cc3C(=O)N([C@H](C)CO)C[C@H]2C)cc1 do in these assays?
PGC1a acetyl inh: -29; Cneo AK release: 13; miR-122 sensor: 2[16.7 µM]; EWS-Fli block: -4; FN deposit inh: -6; LGR2 antag: -17; Casp6 inh: -2; PAX8 inh HTS: 0

Results for CO[C@@H]1CN(C)C(=O)c2ccc(NC(=O)C3CCC3)cc2OC[C@H](C)N(Cc2ccc(F)cc2)C[C@H]1C ?
Cneo AK release: -1; miR-122 sensor: 1[16.7 µM]; EWS-Fli block: 0; FN deposit inh: -11; LGR2 antag: 2; Casp6 inh: -1; PAX8 inh HTS: 5

Results for COCC(=O)Nc1ccc2c(c1)C(=O)N(C)[C@H]1CC[C@H](CC(=O)NCc3ccccc3F)O[C@H]1CO2 ?
PGC1a acetyl inh: -1; Cneo AK release: 2; miR-122 sensor: 8[16.7 µM]; EWS-Fli block: 2; FN deposit inh: -9; LGR2 antag: -3; Casp6 inh: 1; PAX8 inh HTS: 0

What do the screens show for `COc1ccc(C(=O)N/C(=C\c2ccccc2)C(=O)Nc2ccccc2C(=O)O)cc1`?
PGC1a acetyl inh: 2; EWS-Fli block: 8; FN deposit inh: -14; LGR2 antag: -1; Casp6 inh: -1; PAX8 inh HTS: -14

Grouped by structure, the entries above containing a Cl atom
What do the screens show for `COc1ccc(S(=O)(=O)N(C)CC(=O)NC2CCCC2)cc1Cl`?
PGC1a acetyl inh: 8; Cneo AK release: 0; miR-122 sensor: -11; LGR2 antag: 10

How did NNC(=O)c1sccc1OCc1ccc(Cl)cc1Cl do in these assays?
PGC1a acetyl inh: -11; EWS-Fli block: 1; FN deposit inh: 1; LGR2 antag: 15; Casp6 inh: -1; PAX8 inh HTS: -2

Other entries:
Results for O=C(Nc1cccc(S(=O)(=O)N2CCCC2)c1)c1ccccc1OC(F)F ?
PGC1a acetyl inh: 5; Cneo AK release: -1; miR-122 sensor: -4; EWS-Fli block: 12; FN deposit inh: -1; LGR2 antag: 35; Casp6 inh: -3; PAX8 inh HTS: 3

Results for CC(=O)N1CCCCN2[C@H](CO)[C@H](c3ccc(-c4ccncc4)cc3)[C@@H]2C1 ?
PGC1a acetyl inh: 8; Cneo AK release: -2; miR-122 sensor: 2[16.7 µM]; EWS-Fli block: -1; LGR2 antag: 4; Casp6 inh: 0; PAX8 inh HTS: -16

What do the screens show for `CCCn1c(O)c(C=Nc2ccccc2)sc1=S`?
PGC1a acetyl inh: -15; Cneo AK release: -1; miR-122 sensor: -6; EWS-Fli block: -86; FN deposit inh: 0; LGR2 antag: -126; Casp6 inh: -2; PAX8 inh HTS: -79

Results for COc1ccc(-n2nc(C(=O)NCC(=O)N3CCN(c4ccccn4)CC3)c3ccccc3c2=O)cc1Cl ?
PGC1a acetyl inh: -3; EWS-Fli block: -46; FN deposit inh: 1; LGR2 antag: -7; Casp6 inh: -2; PAX8 inh HTS: 1

Results for O=C(NC1=NCCS1)c1ccc(OCC2CCCO2)cc1 (configuration not stated) ?
PGC1a acetyl inh: 11; Cneo AK release: 0; miR-122 sensor: 7; FN deposit inh: -4; PAX8 inh HTS: -48

How did CC(C)CN1CC(C)C(=O)NC1=S (configuration not stated) do in these assays?
EWS-Fli block: -4; FN deposit inh: -2; LGR2 antag: 3; Casp6 inh: 0; PAX8 inh HTS: 5

How did O=C(CCCSc1nc2ccccc2[nH]1)Nc1ccccc1 do in these assays?
PGC1a acetyl inh: -2; Cneo AK release: -2; miR-122 sensor: 0; FN deposit inh: -4; LGR2 antag: 4; PAX8 inh HTS: 5

What do the screens show for `CC(C)CCNC(=O)c1onc(CSc2ccc(F)c(F)c2)c1C(=O)NCCC(C)C`?
PGC1a acetyl inh: -7; Cneo AK release: 1; miR-122 sensor: -1; EWS-Fli block: 20; FN deposit inh: 8; LGR2 antag: 0; Casp6 inh: 1; PAX8 inh HTS: 4

What do the screens show for `CN(C)S(=O)(=O)c1ccc2c(c1)C(=O)c1cc(S(=O)(=O)N(C)C)ccc1CC2`?
PGC1a acetyl inh: -5; Cneo AK release: -9; miR-122 sensor: 14; EWS-Fli block: 14; FN deposit inh: 0; LGR2 antag: -5; Casp6 inh: -2; PAX8 inh HTS: -2

How did COc1ccc(CSc2nnc(C)s2)cc1F do in these assays?
PGC1a acetyl inh: 4; Cneo AK release: 1; miR-122 sensor: -7; EWS-Fli block: -60; LGR2 antag: -24; Casp6 inh: 3; PAX8 inh HTS: -101

How did O=C(Nc1ccc2c(c1)OCCO2)C1CC(O)CN1C(=O)Nc1ccccc1 (configuration not stated) do in these assays?
PGC1a acetyl inh: 10; miR-122 sensor: 2; EWS-Fli block: -9; FN deposit inh: 0; LGR2 antag: -7; Casp6 inh: 4; PAX8 inh HTS: 1

How did COc1cc(OC)c(OC)cc1CN(C)CC1CCCN(CCc2ccccc2F)C1 (configuration not stated) do in these assays?
Cneo AK release: 0; miR-122 sensor: -7; EWS-Fli block: 11; FN deposit inh: -1; LGR2 antag: 24; Casp6 inh: -20; PAX8 inh HTS: 14

What do the screens show for `C/C(=N\NC(=O)c1nn(C)c(C)c1Br)c1cccc(NC(=O)c2ccc(F)cc2)c1`?
PGC1a acetyl inh: -25; Cneo AK release: -4; miR-122 sensor: 0; EWS-Fli block: -91; FN deposit inh: 3; LGR2 antag: -64; Casp6 inh: -1; PAX8 inh HTS: 19

Results for Cc1c(N=C2Nc3cccc4cccc2c34)c(=O)n(-c2ccccc2)n1C ?
PGC1a acetyl inh: 3&29; Cneo AK release: 0&-1; miR-122 sensor: 11&7; EWS-Fli block: 2&3; FN deposit inh: 0; LGR2 antag: -30&3; Casp6 inh: -2&0; PAX8 inh HTS: -2

What do the screens show for `COc1ccc(Cl)cc1S(=O)(=O)N1CCC(C(=O)NCC2CCCO2)CC1` (configuration not stated)?
PGC1a acetyl inh: -8; Cneo AK release: -1; FN deposit inh: 0; LGR2 antag: -2; Casp6 inh: -1; PAX8 inh HTS: 3

Nothing new here: an excerpt of the list.
What do the screens show for `COc1ccc(S(=O)(=O)N(C)CC(=O)NC2CCCC2)cc1Cl`?
PGC1a acetyl inh: 8; Cneo AK release: 0; miR-122 sensor: -11; LGR2 antag: 10

What do the screens show for `Cc1cc(C)c([N+](=O)[O-])cc1NCC(=O)N1CCN(c2ccccc2)CC1`?
PGC1a acetyl inh: -12; EWS-Fli block: 6; FN deposit inh: -11; LGR2 antag: 17; Casp6 inh: -3; PAX8 inh HTS: 8

(listing goes on)
How did CC(=O)N1[C@H](CO)[C@H](c2ccc(-c3ccc(F)cc3)cc2)[C@@H]1CNC(=O)C1CC1 do in these assays?
PGC1a acetyl inh: 1; Cneo AK release: 0; miR-122 sensor: -7[16.7 µM]; EWS-Fli block: -4; FN deposit inh: -9; LGR2 antag: -12; PAX8 inh HTS: 3

How did CN1C(=O)c2cc(NC(=O)c3cccc(C(F)(F)F)c3)ccc2OC[C@H]2O[C@H](CC(=O)NCCN3CCCC3)CC[C@H]21 do in these assays?
PGC1a acetyl inh: -7; Cneo AK release: 1; miR-122 sensor: -65[16.7 µM]; EWS-Fli block: -9; FN deposit inh: 0; LGR2 antag: -2; Casp6 inh: -1; PAX8 inh HTS: -6

How did Cc1ccc(NS(=O)(=O)c2ccc(C(=O)NCCCN3CCOCC3)cc2)cc1 do in these assays?
Cneo AK release: -1; miR-122 sensor: -5; EWS-Fli block: -8; FN deposit inh: 8; LGR2 antag: 5; Casp6 inh: -184; PAX8 inh HTS: -6

How did CCN(CC)S(=O)(=O)c1ccc(N2CCOCC2)c(NC(=O)c2ccc(OC)c([N+](=O)[O-])c2)c1 do in these assays?
PGC1a acetyl inh: 1; Cneo AK release: -3; miR-122 sensor: 3; EWS-Fli block: 0; FN deposit inh: 1; LGR2 antag: -2; Casp6 inh: -3; PAX8 inh HTS: 18

Results for CC1(C)CC(NC(=O)C2CCCCC2)CC(C)(C)N1 ?
Cneo AK release: 3; EWS-Fli block: -12; FN deposit inh: 2; LGR2 antag: 10; Casp6 inh: -4; PAX8 inh HTS: -6

How did Cc1nnc(SCC(=O)N(CCC#N)c2ccc3c(c2)OCCO3)s1 do in these assays?
PGC1a acetyl inh: 10; Cneo AK release: -1; miR-122 sensor: 4; EWS-Fli block: -2; FN deposit inh: -5; LGR2 antag: -2; Casp6 inh: 1; PAX8 inh HTS: -10
